Compound activity: PubChem BioAssay, several laboratories
Rad51 HR inh: Rad51 (human) homologous recombination inhibition | Q06609 | hRad51 DNA strand exchange, fluorescence dequenching | inhibition, % at 10 µM | actives 0.085% (n = 200,000);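 active means inhibition above 40% at the single screening dose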;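 further: 0% = DMSO control wells and 100% = blanks with heterologous ssDNA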
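material = hRad51 filaments on single-stranded DNA | reagent = Donor/quencher-labelled 47-bp dsDNA substrate | compound = 10 µM final, single point | schedule = strand-exchange reaction 15 min at room temperature | measured by = fluorescein emission 520 nm, excitation 485 nm | read-out basis = % inhibition versus plate control and blank means | benchmarks = plate controls and plate blanks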
Thrombin inh: inhibitors of human thrombin | alpha-thrombin, Boc-VPR-AMC fluorogenic substrate cleavage | inhibition, % at 5 µM | actives 0.26% (n = 220,000) | AID 1046;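 active means inhibition at or above 40%; inactive means inhibition below 40%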;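 further: 0% = enzyme with no compound and 100% = wells without enzyme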
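System – human alpha-thrombin · Medium – pH 7.5 Tris (50 mM) with NaCl 150 mM, Tween 20 0.05% · Compound – single-point dosing at 5 µM, 0.2% DMSO · Incubation – enzyme reaction carried out at room temperature · Technique – fluorescence of released AMC, ex 355 nm, em 460 nm · Read-out basis – % inhibition of thrombin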
eIF4E-4G inh: inhibitors of eIF4E and eIF4G interaction in translation initiation. P63073+Q04637. inhibition, % at 21.7 µM. TR-FRET eIF4E-eIF4GI(517-606) binding, 2 h. actives 0.37% (n = 220,000). AID 782;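 further: 0% = full FRET control wells and 100% = background wells lacking eIF4GI fragment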
EBV gp42 block: blocks Epstein-Barr virus glycoprotein 42 binding; Q1HVG2; Fluorescence polarization binding assay, mP read-out; inhibition, % (tested at 21.74 µM); actives 0.42% (n = 220,000); AID 1085; in the data active means inhibition above about 50%
Target sequence (Q1HVG2 whole entry, looked up): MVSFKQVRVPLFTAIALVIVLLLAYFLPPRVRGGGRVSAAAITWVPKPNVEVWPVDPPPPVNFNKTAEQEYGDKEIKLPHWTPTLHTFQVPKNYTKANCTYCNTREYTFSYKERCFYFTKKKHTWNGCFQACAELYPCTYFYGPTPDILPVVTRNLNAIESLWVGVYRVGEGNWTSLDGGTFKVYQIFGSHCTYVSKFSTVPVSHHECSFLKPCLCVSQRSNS
14-3-3 Bad inh: disrupts binding of bovine 14-3-3 zeta to phospho-Bad peptide. P63103. TR-FRET 14-3-3zeta/Dy647-pBad peptide displacement, 1 h. inhibition, % at 21.7 µM. actives 0.71% (n = 220,000);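 active means inhibition above about 70%, limit read from the data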;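 further: 0% = full 14-3-3 plus peptide FRET controls and 100% = background without 14-3-3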
Target sequence (P63103 whole entry, looked up): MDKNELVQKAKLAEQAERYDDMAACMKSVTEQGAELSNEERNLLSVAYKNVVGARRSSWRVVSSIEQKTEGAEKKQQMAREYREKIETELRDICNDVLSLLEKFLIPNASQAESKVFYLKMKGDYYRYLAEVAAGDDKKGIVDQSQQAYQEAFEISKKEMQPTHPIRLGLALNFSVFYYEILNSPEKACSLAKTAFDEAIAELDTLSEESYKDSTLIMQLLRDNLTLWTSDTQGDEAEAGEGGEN
Furin inhibitor: human furin inhibition | P09958 | purified furin, fluorogenic substrate cleavage | inhibition, % at 30 µM | actives 0.061% (n = 220,000) | AID 463115; in the data active means inhibition above about 25%; further: inactives centre near -15
hK5 inh: inhibitors of human kallikrein 5. recombinant hK5, fluorogenic AMC substrate cleavage. inhibition, % at 5 µM. actives 0.59% (n = 210,000);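 active means inhibition of 40% or more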;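 further: 0% = enzyme controls without compound and 100% = no-enzyme blanks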
Target sequence (Q9Y337 67-293 limits assumed): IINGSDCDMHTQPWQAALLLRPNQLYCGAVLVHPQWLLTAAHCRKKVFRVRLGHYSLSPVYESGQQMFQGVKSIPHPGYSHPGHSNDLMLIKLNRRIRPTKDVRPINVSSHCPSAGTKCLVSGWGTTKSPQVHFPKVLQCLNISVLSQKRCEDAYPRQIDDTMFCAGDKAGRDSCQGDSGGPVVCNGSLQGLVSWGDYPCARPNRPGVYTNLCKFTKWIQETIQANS
KCC2 mod: KCC2 (human) Cl- transport modulation. KCC2 cells, thallium flux FluoZin-2 fluorescence. AID 1456. actives 2.2% (n = 190,000). B-score of Tl+ flux slope (higher = more flux/activation; lower = inhibition) at 10 µM;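 active means thallium flux slope and its plate-corrected score both differing from the plate sample mean at a set confidence after two filtering rounds, in either direction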;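 further: slope of fluorescence scaled to starting intensity during 10 to 20 s after thallium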
NCF1 inh: p47phox (human) inhibition. P14598. p47phox/p22phox peptide binding, fluorescence polarization, 2 h. inhibition, % at 24.7 µM. actives 0.53% (n = 220,000). AID 1274;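 further: 0% = p47phox with labelled peptide and 100% = labelled peptide alone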
Target sequence (P14598 whole entry, looked up): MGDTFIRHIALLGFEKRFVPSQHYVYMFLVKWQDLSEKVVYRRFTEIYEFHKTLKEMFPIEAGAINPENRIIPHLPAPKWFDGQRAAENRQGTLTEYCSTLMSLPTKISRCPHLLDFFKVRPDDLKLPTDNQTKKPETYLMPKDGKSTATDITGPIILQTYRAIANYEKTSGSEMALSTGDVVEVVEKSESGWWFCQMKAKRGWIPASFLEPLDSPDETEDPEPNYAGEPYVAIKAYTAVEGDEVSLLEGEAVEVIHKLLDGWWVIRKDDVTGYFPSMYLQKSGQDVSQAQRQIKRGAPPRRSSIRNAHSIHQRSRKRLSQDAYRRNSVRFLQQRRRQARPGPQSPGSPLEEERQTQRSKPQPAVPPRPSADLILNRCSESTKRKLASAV
The depositor's hits bear a star; i = inactive; x = not tested or not shown; [ ] = remark or other dose.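 How the source made its calls, unless noted: active means inhibition above about 30% (limit read from the data); inactive means the rest.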

SMILES	Rad51 HR inh	Thrombin inh	eIF4E-4G inh	EBV gp42 block	14-3-3 Bad inh	Furin inhibitor	hK5 inh	KCC2 mod	NCF1 inh
CCOC(=O)CN(C(=O)CSc1nnc(COc2ccc(OC)cc2)n1CC)c1ccccc1	11	1	-1	-10	0	-11	-1	x	-9
COc1ccc(C2CCCN2C(=S)Nc2cccc(Cl)c2)cc1OC (stereo not drawn)	x	-2	3	-6	-7	-23	x	-0.29	-6
O=C(Nc1ccc(NC(=O)C2CCCCC2)nc1)c1cccs1	1	x	1	5	-11	-38	3	0.079	-4
Cc1nc2cc(NC(=O)Nc3ccccc3Cl)ccc2n1C	-2	-11	7	-10	-8	-14	-6	-0.8	-6
CN(C)c1ccnc2sc(C(=O)c3ccc(Br)cc3)c(N)c12	i	-2	4	73*	-1	-21	-12	-0.15	2
CC(C(=O)NC1CCCC1)N(C(=O)c1snc(C(N)=O)c1N)c1ccc2c(c1)OCCO2 (stereo not drawn)	-3	2	-3	-6	2	1	-10	-0.91	1
O=C(Cn1ccc(C(F)(F)F)n1)N/N=C/c1ccc(N2CCOCC2)cc1	1	-4	-1	1	-2	-29	0	-0.07	-9
Cc1ccc(OCC(=O)Nc2cnn(CCCC(=O)O)c2)c([N+](=O)[O-])c1	x	-9	7	-12	-1	-9	x	-0.099	-6
Cn1ncc(C#N)c1NC(=O)C1CC(c2ccc(Cl)cc2)=NO1 (stereo not drawn)	10	-8	6	-8	-2	-25[20 µM]	-5	0.61	3
Cc1ccc(S(=O)(=O)Nc2nc3ccc(S(=O)(=O)N4CCCC4)cc3s2)cc1	1	37	0	-15	-1	-14[20 µM]	3	-0.18	-19
Cc1ccc(C(=O)Nc2ccc(N3CCN(S(C)(=O)=O)CC3)cc2)cc1	0	4	7	-3	5	-9[20 µM]	2	-0.58	-13
Cc1c(Cl)cccc1NC(=S)NCCC(C)C	4	1	-1	-2	1	-17[20 µM]	-3	x	-19
COCCNC(=O)Cn1c(=O)n(Cc2ccc(C(=O)NCCc3ccc(OC)c(OC)c3)cc2)c(=O)c2ccccc21	0	-10	7	-12	2	-16	1	-1.3	-6
COc1ccc(/C=N\NS(=O)(=O)c2ccc(Br)cc2)cc1COc1ccccc1[N+](=O)[O-]	3	8	7	-15	13	-22[20 µM]	-2	-0.98	1
CC(Oc1ccccc1)C(=O)N1CCN=C1SCc1cccc(F)c1 (stereo not drawn)	x	4	-3	2	-4	-28	2	-0.82	-11
O=C(CCCOc1ccccc1)NCCc1nc2ccccc2[nH]1	2	-10	-3	-8	-4	-16	-2	0.076	5
O=c1c2c3c(sc2nc2n1CCCCC2)CCCCC3	2	-1	-6	-11	-1	-18	-30	x	-1
CCOC(=O)C(CC)Sc1nnc2c3cc(C)ccc3n(C)c2n1 (stereo not drawn)	3	-15	0	-12	0	-12[20 µM]	-4	-1.7	-1
COc1ccc(N2CN=C3SCC(=O)N3C2)cc1	-6	0	7[fluorescence artefact?]	-3	-22	-17[20 µM]	-8	x	-13
CCO[C@@H]1OC(C(=O)NC2CC2)=C[C@H](c2csc3ccccc23)[C@H]1CCCO	-1	-1	-2	-9	-4	-26	3	-0.73	x

A different layout for some results above:
COc1ccc(N2CN=C3SCC(=O)N3C2)cc1
  Rad51 HR inh = -6
  Thrombin inh = 0
  eIF4E-4G inh = 7[fluorescence artefact?]
  EBV gp42 block = -3
  14-3-3 Bad inh = -22
  Furin inhibitor = -17[20 µM]
  hK5 inh = -8
  KCC2 mod = x
  NCF1 inh = -13
O=c1c2c3c(sc2nc2n1CCCCC2)CCCCC3
  Rad51 HR inh = 2
  Thrombin inh = -1
  eIF4E-4G inh = -6
  EBV gp42 block = -11
  14-3-3 Bad inh = -1
  Furin inhibitor = -18
  hK5 inh = -30
  KCC2 mod = x
  NCF1 inh = -1
COc1ccc(/C=N\NS(=O)(=O)c2ccc(Br)cc2)cc1COc1ccccc1[N+](=O)[O-]
  Rad51 HR inh = 3
  Thrombin inh = 8
  eIF4E-4G inh = 7
  EBV gp42 block = -15
  14-3-3 Bad inh = 13
  Furin inhibitor = -22[20 µM]
  hK5 inh = -2
  KCC2 mod = -0.98
  NCF1 inh = 1

Next structures:
SMILES	Rad51 HR inh	Thrombin inh	eIF4E-4G inh	EBV gp42 block	14-3-3 Bad inh	Furin inhibitor	hK5 inh	KCC2 mod	NCF1 inh
CC(=O)N(OCc1ccc(OC(C)C)c(Cl)c1)C(C)=O	11	-3	-1	-13	1	-1	2	0.22	-7
CC1(C)Cc2ccccc2-c2nnc(-c3ccco3)n21	7	2	-4[fluorescence artefact?]	-9	8[fluorescence artefact?]	-22[20 µM]	5	-0.81	-1
CC1CCN(C(=O)CC#N)CC1	-2	-2	0	4	-6	-8	-6	-0.01	-8
Cc1cc(NC(=O)CCCSc2nc(-c3ccco3)cc(C(F)(F)F)n2)no1	2	3	0[fluorescence artefact?]	-3	5	-25[20 µM]	-4	-0.91	-13
Cn1cccc1Cc1nnc(SCC(=O)Nc2ccc3c(c2)OCCO3)n1-c1ccc(F)cc1	3	-6	4	-8	-1	-16	-8	0.35	-10
COc1ccc(NC(=O)c2cc(=O)[nH]c(=O)[nH]2)cc1S(=O)(=O)Nc1ccccc1Cl	0	0	0	-15	-2	-28	5	-1.3	-15
Cc1ccc(N/C=C/C(=O)c2sc(-c3ccccc3)nc2C)cc1	-10	-7	6	-30	15	-15[20 µM]	3	-0.4	-22
NC(=O)C1CCN(C(=O)CSc2nc3ccccc3o2)CC1	x	5	5	-4	-7	-18[20 µM]	4	-0.36	-14
O=C(CN1C2=NCCN2c2ccccc21)c1ccc(Br)cc1	11	11	4	-5	4	-29	-6	0.27	-1
COc1ccc(C2CC(c3cccc(OC)c3OC)n3nnnc3N2)cc1 (stereo not drawn)	-3	1	-1	-8	9	-10	-21	0.1	-16
O=C(COc1ccc(Cl)cc1)c1ccc(O)cc1O	17	-1	4	-6	-1	-21	0	-1.9	-8
COC(=O)C1(S(=O)(=O)c2ccc(C)cc2)CCOCC1	4	-2	-9	-23	-8	9	-2	-0.016	1
CC(=O)c1cc2c(cc1NC(=O)CCNC(=O)c1ccccc1Cl)OCO2	-5	-1	4	-10	13	-9[20 µM]	-6	-0.67	-2
CN(C)C(=O)N1CCC(C(=O)NCc2ccccc2Cl)CC1	2	2	-11	-20	-10	-28	-4	x	-7
CC1CCCCN1S(=O)(=O)c1ccc(N(C(=O)c2cnccn2)C(C(=O)NC2CCCC2)c2cccs2)cc1 (stereo not drawn)	10	-3	-1	-20	-4	-6	-25	0.078	-6
CCn1c(SCC(=O)N/N=C/C=C\c2ccco2)nc2ccccc21	-12	-5	9[fluorescence artefact?]	-3	-7	3	-20	-2.9	-18
O=C(COC(=O)C1CC(=O)N(Cc2ccccc2)C1)c1ccc(Br)cc1 (stereo not drawn)	2	-3	3	-11	-9	-20	-16	-0.83	8
CC1CC(C)CN(C(=O)CSCC(=O)Nc2nc(-c3cccs3)cs2)C1 (stereo not drawn)	x	-6	3	1	-4	-21	-11	1.7	-28
O=C1c2ccccc2C(=O)N1CCC1=CCCCC1	0	-3	-11	0	0	-19[20 µM]	-7	0.024	5
O=C(O)c1ccccc1C(=O)c1ccc2c(c1)N(Cc1ccc(Cl)c(Cl)c1)C(=O)CO2	-5	2	2	6	-2	2	0	-1.8	-5
CC(=O)c1ccc(OC(C)C)c(CC(C(N)=O)C(N)=O)c1	-9	-2	-2	-8	8[fluorescence artefact?]	-15[20 µM]	-9	0.25	5
O=[N+]([O-])c1ccc(Sc2n[nH]c(-c3ccc(Cl)cc3Cl)n2)nc1	4	-1	0	-1	4	-12[20 µM]	-2	x	-5
Cc1csc(SCC(=O)NC(=O)NCc2ccccc2)n1	1	1	-2[fluorescence artefact?]	-6	-12[fluorescence artefact?]	2[20 µM]	6	x	-13
NC(=S)N/N=C/c1ccc(Br)o1	-8	-29	-1	-15	-7	-10	-5	0.66	-2
CN(C)S(=O)(=O)NCc1ccc2c(c1)OCO2	-2	1	0	-25	0	-3[20 µM]	4	x	-3
O=C(CSc1nnc(CNc2ccc(F)cc2)o1)N1CCCc2ccccc21	-3	-1	1	-16	3	1	15	-2.3	-9
Cc1ccc(CNc2nc(N)c([N+](=O)[O-])c(Nc3cccc(F)c3)n2)cc1	-1	-11	-8	-7	5	-16[20 µM]	-14	0.12	-5
CCOC(=O)c1c(-c2ccccc2)oc2ccc(O)c(CN3CCOCC3)c12	6	0	-1	-8	-1	-16[20 µM]	-4	-0.28	-5
N#C/C(=N\Nc1c(Cl)cccc1Cl)C(=O)NN	3	3	1[fluorescence artefact?]	-7	5	-12[20 µM]	5	0.23	-6
Nc1nc(SCc2nc3scc(-c4ccccc4)c3c(=O)[nH]2)n[nH]1	7	1	-1	6	9	-17[20 µM]	-31	-0.67	-9
O=C(/C=C/c1ccco1)N(Cc1ccccc1)C1CCS(=O)(=O)C1 (stereo not drawn)	x	-5	3	-6	-1	-16	2	1.1	-1
CCCc1c(C)nc2ccccc2c1SCCC#N	5	2	-1	-13	-12	-12	-6	-2.5	-5
O=[n+]1c2c(n([O-])c3c1CCC3)CCCC2	7	4	-2	-19	1	-16	-15	x	-11
S=C1NC(c2cccs2)=CC(c2ccc(Br)cc2)N1 (stereo not drawn)	6	0	8[fluorescence artefact?]	3	-22	-11	-12	0.11	-17
Cc1cc(=O)n2[nH]c(C)cc2n1	-1	-6	0	-1	1	-16	-4	1.3	1
C=C(C)c1cccc(C(C)(C)NC(=O)N2CCC(C(N)=O)CC2)c1	7	-4	-4	-11	-6	-21	-6	-3.2*	2
CSCCC(NC(=O)c1ccccc1)C(=O)OCC(=O)N(C)CCC#N (stereo not drawn)	12	-1	0	3	-13	-16	-5	1.4	3
Cc1nonc1OCCCNc1ccc([N+](=O)[O-])cc1Cl	8	-8	-3	-13	-4	-29	-6	-0.31	-4
Cc1cc(C(=O)NC(C)c2ccncc2)cs1 (stereo not drawn)	-3	-2	2	6	8	-18[20 µM]	6	0.1	4
CCc1nnc(NC(=O)CC(=O)Nc2ccccc2C(=O)O)s1	-6	-6	3	-12	-2	-19	-19	-0.72	-2
CN(C)c1cccc2c(/C=N/O)ccc(N(C)C)c12	1	x	0	2	-9	-6	5	0.045	3
Cc1cc(C)c(S(=O)(=O)Nc2ccnc(-c3cccnc3)n2)c(C)c1	-5	-2	2	-10	-23	-14	18	-0.12	-1
Cc1cc(C(=O)NNC(=S)NCc2ccco2)nn1C	-3	x	-2	-14	-3	-4	0	-0.64	-8
O=C(COC(=O)c1cc[n+]([O-])cc1)Nc1ccc(SC(F)F)cc1	-5	-2	-11	-15	2	-27	2	-0.21	-39
O=C(Nc1ccccc1)c1cc([N+](=O)[O-])ccc1NCc1cccnc1	4	2	-5	1	-2	-10	2	-2.7	-21
COc1cc(NC(=O)c2ccco2)c(OC)cc1NC(=O)CCC(=O)Nc1cccc(C)c1C	-3	5	x	-27	x	-19	-4	x	-17
COc1ccc(N(C)S(=O)(=O)c2cccc(C(=O)NC3=NCCS3)c2)cc1	13	3	-2	-7	9	-24	3	-0.092	-15

Sorted by formula weight (low to high): part of the list above
SMILES	Rad51 HR inh	Thrombin inh	eIF4E-4G inh	EBV gp42 block	14-3-3 Bad inh	Furin inhibitor	hK5 inh	KCC2 mod	NCF1 inh
Cc1cc(C(=O)NNC(=S)NCc2ccco2)nn1C	-3	x	-2	-14	-3	-4	0	-0.64	-8
O=C(Nc1ccccc1)c1cc([N+](=O)[O-])ccc1NCc1cccnc1	4	2	-5	1	-2	-10	2	-2.7	-21
Cc1cc(C)c(S(=O)(=O)Nc2ccnc(-c3cccnc3)n2)c(C)c1	-5	-2	2	-10	-23	-14	18	-0.12	-1
COc1cc(NC(=O)c2ccco2)c(OC)cc1NC(=O)CCC(=O)Nc1cccc(C)c1C	-3	5	x	-27	x	-19	-4	x	-17
